GLD-1 RNA inh: GLD-1/TGE RNA complex disruptors, primary screen, biochemical, fluorescence polarization; purified GLD-1 + fluorescein TGE RNA; inhibition, % at 5.96 µM; hit rate 0.44% among 320,000; AID 2280, 2010;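 active = percent inhibition above a per-plate cutoff, the plate mean of test compounds plus 3 SD, cut at about 30% in these data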;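 also: 0% = DMSO wells with GLD-1 and probe and 100% = wells lacking GLD-1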
Target sequence (Q17339 whole entry, looked up): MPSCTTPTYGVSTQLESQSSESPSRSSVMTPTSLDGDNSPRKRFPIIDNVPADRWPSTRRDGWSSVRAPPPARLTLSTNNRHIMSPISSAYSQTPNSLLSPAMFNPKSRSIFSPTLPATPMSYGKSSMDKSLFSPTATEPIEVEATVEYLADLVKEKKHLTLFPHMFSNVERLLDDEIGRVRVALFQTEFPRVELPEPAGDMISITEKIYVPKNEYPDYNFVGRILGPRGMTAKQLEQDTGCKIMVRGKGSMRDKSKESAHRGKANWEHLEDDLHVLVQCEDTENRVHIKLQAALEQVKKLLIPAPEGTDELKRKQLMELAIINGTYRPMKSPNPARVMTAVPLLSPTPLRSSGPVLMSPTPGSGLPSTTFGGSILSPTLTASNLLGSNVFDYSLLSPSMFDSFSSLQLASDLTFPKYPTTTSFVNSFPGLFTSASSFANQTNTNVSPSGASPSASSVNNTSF
Fam108B counter: mouse Fam108B serine hydrolase inhibitors, primary screen, counter-screen for RBBP9 inhibitor project, biochemical, fluorescence polarization; recombinant Fam108B, FP-Rh probe fluorescence polarization; inhibition, % at 9.51 µM; hit rate 0.33% among 300,000; AID 1947, 2009;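 active = inhibition above the screen mean inhibition plus 3 SD, computed separately per campaign, cut at about 18% in these data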;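 also: inhibitors lower polarization as less probe binds the enzyme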
PME-1 inh: PME-1 inhibitors via competitive probe labeling, primary screen, biochemical, fluorescence polarization, FP-Rh probe, HTS. Protein phosphatase methylesterase 1 (Homo sapiens), Q9Y570. recombinant PME-1. inhibition, % at 5.9 µM. hit rate 0.53% among 320,000;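 active = inhibition above the campaign mean of all compounds plus 3 SD, cut at about 26% in these data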;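 also: competitive labeling of PME-1 active site by serine hydrolase directed probe; 0% = PME-1 with DMSO and 100% = wells lacking PME-1 enzyme; inhibitors block probe labeling so polarization falls and inhibition rises; many of its hits are not listed in these tables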
MEX-5 binding: MEX-5 zinc finger RNA-binding disruptors – biochemical, C. elegans, fluorescence polarization, MLPCN library, primary screen; Zinc finger protein mex-5 (Caenorhabditis elegans), Q9XUB2; MEX-5/FITC-TCR2 RNA binding; hits give low values; activity score (negative = inhibition of binding), % at 10 µM; hit rate 0.38% among 300,000; AID 1832, 2009;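 active = inhibition past about -25% in most replicates, and total fluorescence under double the plate's negative control median, limit read from the data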;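 also: 0% = DMSO and -100% = 5 µM competing unlabeled TCR2 RNA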
BCLXL inh: inhibitors of human Bcl-xL, primary screen, biochemical, fluorescence polarization, HTS | Bcl-2-like protein 1 (Homo sapiens), Q07817 | GST-Bcl-xL / FITC-Bim BH3 peptide fluorescence polarization | inhibition, % at 10.9 µM | hit rate 0.7% among 320,000 | AID 2129, 2009;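 active = inhibition above the mean of all tested compounds plus 3 SD, cutoff set per campaign, cut at about 30% in these data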;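 also: 0% = DMSO wells and 100% = unlabeled Bim-BH3 peptide competitor; inhibitors lower millipolarization by displacing the labeled peptide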
GSTO1 counter: inhibitors of recombinant GSTO1, primary screen, counter-screen for RBBP9 inhibitor project, biochemical, fluorescence polarization; Glutathione S-transferase omega-1 (Homo sapiens), P78417; activity-based probe fluorescence polarization; inhibition, % at 5.96 µM; hit rate 1.1% among 300,000;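 active = inhibition above the campaign mean inhibition plus 3 SD, cut at about 35% in these data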;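 also: 0% = GSTO1-1 with DMSO and 100% = wells lacking GSTO1-1 enzyme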
MCL1-BIM inh: inhibitors of MCL1 binding to BIM-BH3, primary screen, biochemical, fluorescence polarization | GST-MCL1 / FITC-Bim-BH3 fluorescence polarization | inhibition, % at 10.9 µM | hit rate 0.68% among 320,000;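 active = inhibition above the mean inhibition of all tested compounds plus 3 SD, set per campaign, cut at about 40% in these data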;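 also: 0% = DMSO wells and 100% = unlabeled Bim-BH3 peptide control; higher means more loss of mP so more displacement of Bim peptide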
PAD4 inh: human PAD4 inhibitors, primary screen, biochemical, fluorescence polarization, 1536-well format; Protein-arginine deiminase type-4 (Homo sapiens), Q9UM07; recombinant PAD4, RCA probe fluorescence polarization; inhibition, % at 6.36 µM; hit rate 0.41% among 330,000;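 active = percent inhibition above a cutoff equal to the mean of all tested compounds plus 3 SD, cut at about 15% in these data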;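 also: 0% = PAD4 with RCA probe and DMSO and 100% = probe without PAD4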
Target sequence (Q9UM07 whole entry, looked up): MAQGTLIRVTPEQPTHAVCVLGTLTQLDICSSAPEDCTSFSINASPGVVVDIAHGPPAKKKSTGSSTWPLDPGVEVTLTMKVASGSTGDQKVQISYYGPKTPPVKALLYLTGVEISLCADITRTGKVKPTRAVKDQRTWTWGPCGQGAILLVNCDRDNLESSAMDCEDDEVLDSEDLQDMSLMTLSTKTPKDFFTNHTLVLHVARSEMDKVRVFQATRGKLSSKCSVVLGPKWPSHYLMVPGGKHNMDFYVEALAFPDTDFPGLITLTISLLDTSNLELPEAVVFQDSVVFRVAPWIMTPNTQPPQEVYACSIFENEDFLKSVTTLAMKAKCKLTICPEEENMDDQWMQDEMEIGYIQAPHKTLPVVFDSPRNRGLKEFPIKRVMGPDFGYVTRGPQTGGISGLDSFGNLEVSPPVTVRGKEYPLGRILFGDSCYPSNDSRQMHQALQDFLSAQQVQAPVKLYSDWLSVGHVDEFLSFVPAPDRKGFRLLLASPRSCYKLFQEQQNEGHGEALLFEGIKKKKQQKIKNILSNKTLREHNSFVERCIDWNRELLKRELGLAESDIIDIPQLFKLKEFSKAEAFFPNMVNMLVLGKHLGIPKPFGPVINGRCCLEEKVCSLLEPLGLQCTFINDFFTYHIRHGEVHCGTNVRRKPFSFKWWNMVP
TPT1 inhibitor: Candida albicans TPT1 enzyme inhibitors, primary screen, biochemical, fluorescence polarization | inhibition, % at 5 µM | AID 1962, 2009 | recombinant caTPT1, FP RNA substrate dephosphorylation | hit rate 0.81% among 300,000 | tRNA 2'-phosphotransferase TPT1 (Candida albicans SC5314);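 active = inhibition above the mean of all tested compounds plus 3 SD, set per screening campaign, cut at about 24% in these data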;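 also: plate controls were DMSO alone for no effect and ferristatin control at 100 nM for full effect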
* marks the source's active call; other numbers are inactive results; nt = not tested or not shown. The list is partial. The share of hits here may be higher or lower than overall.

SMILES	GLD-1 RNA inh	Fam108B counter	PME-1 inh	MEX-5 binding	BCLXL inh	GSTO1 counter	MCL1-BIM inh	PAD4 inh	TPT1 inhibitor
COc1ccc(CNC(=O)CCCN2C(=O)NC3(CCCC3)C2=O)cc1	-1.3	nt	-1.6	nt	3.6	nt	4.2	-0.2	nt
CC(=O)c1cccc(NC(=O)C2CCCN(S(C)(=O)=O)C2)c1 (stereo not drawn)	10.9	-3.0	1.9	-0.5	3.0	9.4	3.1	-3.3	-0.3
N#Cc1ccc(C23CC4CC(CC(C4)C2)C3)[nH]c1=O	5.8	1.4	1.5	1.1	2.8	-3.5	-5.4	4.3	-1.4
C/C(=N\Nc1nccnc1Cl)c1ccc(F)cc1	-8.1	2.1	0.8	-2.5	-0.6	4.0	-2.4	-3.5	0.9
COc1cc(NC(=O)COC(=O)CSc2ccc3ccccc3c2)c(C)cc1[N+](=O)[O-]	-1.8	0.7	-7.9	0.8	-0.4	-0.3	3.9	5.1	2.8
CCN(CC(=O)Nc1c(F)cccc1F)C(=O)c1cccc(S(=O)(=O)N2CCCCCC2)c1	9.2	nt	5.9	nt	2.9	nt	2.8	-1.2	nt
O=C(N/N=C/c1ccccn1)c1cc([N+](=O)[O-])cc([N+](=O)[O-])c1	-5.1	-0.6	-4.3	-0.1	1.7	-2.5	2.2	-7.5	1.5
CCc1c(C)sc(NC(=O)OC)c1C(=O)N1CCOCC1	3.5	0.2	2.2	0.1	1.9	0.2	5.5	-0.3	5.9
O=C(CNC(=O)c1cccc(Br)c1)N/N=C/c1cc(Br)cc(Br)c1O	5.0	-2.1	5.2	-0.1	5.1	-10.9	24.8	-1.4	-0.1
Cc1ccc(NC(=O)COC(=O)/C=C/c2ccccc2)cc1S(=O)(=O)N1CCOCC1	1.2	-2.9	3.7	-0.3	-5.0	-6.6	-8.9	1.1	1.3
Cc1c(/C=N\NC(=O)c2csc3ccccc23)cnn1C	1.5	0.9	0.4	2.3	-6.9	-0.2	-3.4	-1.2	-2.0
COc1ccc(/C=C2\SC(=NCc3ccccc3)NC2=O)cc1	3.6	-7.3	-1.3	-0.3	5.5	-8.3	0.6	-0.4	-5.5
COc1ccc(N(C(=O)Cn2nnc(-c3ccc(Cl)cc3)n2)C(C(=O)NCC2CCCO2)c2ccc(C)cc2)cc1 (stereo not drawn)	3.2	0.9	-1.0	-2.3	1.2	1.1	4.7	-6.9	-2.4
Cc1ccc(NC(=O)NCC(c2cccnc2)N2CCOCC2)cc1 (stereo not drawn)	-0.1	1.3	-5.3	0.6	-1.4	-4.3	3.4	4.2	0.5
CCOc1ccc(/C=N/OCC(=O)Nc2cc(S(=O)(=O)N3CCOCC3)ccc2OC)cc1	1.4	-5.4	1.9	-4.5	0.8	-8.9	-4.2	-3.4	-0.9
COc1cccc(N2CCN(C(=O)c3ccc(CS(=O)Cc4ccc(Cl)cc4)o3)CC2)c1 (stereo not drawn)	-1.1	-2.0	2.5	-2.3	0.2	1.8	-2.1	3.9	-2.2
Cc1ccc(-c2csc3ncn(CC#N)c(=O)c23)cc1	4.5	3.3	6.6	0.0	11.7	17.8	25.6	-3.2	0.9
COC1=CC(=O)C(O)=C(CCCCCCC/C=C/CCCCCCCC2=C(O)C(=O)C=C(OC)C2=O)C1=O	4.5	47.1*	22.1	1.4	45.1*	90.7*	106.9*	5.7	-15.9
O=C(NCc1ccco1)c1cc2ccc(O)cc2oc1=O	12.4	9.8	-4.4	-4.1	16.7	18.1	17.9	1.8	5.9
O=C(CCCc1c[nH]c2ccccc12)NCc1ccc2c(c1)OCO2	12.5	-5.2	-7.2	2.5	-5.5	0.9	-8.0	-0.3	-8.8
CN(c1ccc(OCC(=O)N2CCCCC2)cc1)S(=O)(=O)c1cccs1	2.5	8.4	-0.4	2.0	2.8	-5.7	3.0	2.9	-7.3
CSCc1ccc(C(=O)N2CCCC(Nc3ccc4c(c3)OCCO4)C2)o1 (stereo not drawn)	-1.4	-3.8	6.7	-1.8	3.1	2.1	5.1	-4.6	1.0
COc1ccc(NS(=O)(=O)c2cc(NC(=O)CC(=O)c3ccc([N+](=O)[O-])cc3)ccc2C)cc1	3.8	18.6*	27.0*	-0.9	-1.2	5.9	1.5	-2.0	-1.2
O=C(NCC1CCCO1)c1nn2c(C(F)(F)F)cc(-c3cc(Br)cs3)nc2c1Br (stereo not drawn)	-3.2	-1.5	-7.1	-52.9*	6.6	6.2	-1.0	-1.4	3.5
Cc1ccc(SC(C)C(=O)NCCC2=CCCCC2)cc1 (stereo not drawn)	4.0	2.8	-1.8	1.3	8.6	0.6	8.1	3.0	-3.7
New compounds follow
SMILES	GLD-1 RNA inh	Fam108B counter	PME-1 inh	MEX-5 binding	BCLXL inh	GSTO1 counter	MCL1-BIM inh	PAD4 inh	TPT1 inhibitor
CCOC(=O)c1ccc(N2C(=O)CC(N(C)CCc3ccc(OC)c(OC)c3)C2=O)cc1 (stereo not drawn)	-3.9	2.7	7.2	0.4	-1.0	4.0	3.3	-0.2	-2.8
O=C(c1ccc(F)cc1)C1CCN(Cc2ccc(F)cc2)CC1	-5.5	-1.6	1.4	2.4	2.6	-1.2	7.2	-0.4	16.5
COc1ccc(OC)c(S(=O)(=O)N2CCC(C(=O)NCCC3=CCCCC3)CC2)c1	-0.9	-2.1	7.5	1.0	-3.2	-3.8	-9.3	1.8	0.8
COc1ccc(C2CC(c3cc(OC)ccc3OC)n3nnnc3N2)cc1 (stereo not drawn)	-3.2	4.2	-6.4	-2.3	3.9	8.5	-2.0	-1.7	-6.5
O=C(Cc1ccccc1)N/N=C/c1cccn1-c1ccc([N+](=O)[O-])cc1	0.7	6.1	4.4	2.8	0.8	0.7	15.6	-1.2	-3.1
Cc1cc(S(=O)(=O)Nc2cc(C)c(O)c(C)c2)c(C)s1	5.5	6.8	9.2	-0.4	8.0	2.4	6.1	2.0	0.3
CC(=O)NCC1=C(NC(C)=O)C2CC1C(C)(C)C2C (stereo not drawn)	-3.0	-3.3	-0.9	-1.3	-2.3	6.9	-3.1	-6.0	4.0
CCOc1cc(C(=O)NCCCNC(=O)c2cc(OCC)c(OCC)c(OCC)c2)cc(OCC)c1OCC	7.2	1.0	6.0	-2.6	1.3	1.7	2.0	1.6	2.0
CCOC(=O)Cc1csc(NC(=O)/C=C/c2ccc(Br)o2)n1	5.0	-6.3	-5.6	1.5	2.6	-1.2	6.5	0.1	-1.6
C=CCN(C(=O)CCC(=O)Nc1cc(C)on1)C(C(=O)NC1CCCC1)c1cccnc1 (stereo not drawn)	-4.5	-1.5	1.8	-2.2	-5.7	2.2	-5.8	-5.0	-2.9
COc1ccc2nc(N3CCCC(C(=O)NCCc4ccc(OC)c(OC)c4)C3)sc2c1 (stereo not drawn)	0.1	-1.3	-3.7	-1.0	5.0	-2.2	2.2	-3.8	2.1
COc1c(Br)cc(Br)cc1/C=N/n1c(C)nnc1C	-4.3	0.9	2.6	-2.9	9.2	3.7	14.4	-4.0	-2.5
CCCOc1cc(NCc2ccccc2)c2ncn(C(C)C)c2c1	3.2	nt	13.4	nt	2.4	nt	7.7	-6.7	nt
O=C(Nc1cccc2cccnc12)c1cccc(Cl)c1	0.1	1.7	-0.1	-7.1	3.2	-3.3	-0.5	-1.5	-4.9
CCN(CC(=O)Nc1ccccc1C(F)(F)F)C(=O)CCS(=O)(=O)c1ccc(Cl)cc1	3.9	1.4	4.1	0.2	-0.4	4.2	-0.7	-0.9	1.1
COc1ccc(S(=O)(=O)N(CC(=O)NCC2CCCO2)c2ccc(F)cc2)cc1OC (stereo not drawn)	-6.0	1.0	2.1	0.0	-0.5	-0.2	-4.6	-4.7	1.7
CCOc1ccccc1NC(=O)NCCc1c[nH]c2ccccc12	1.5	-1.9	9.4	1.1	3.5	-4.1	-0.1	0.0	-1.6
CCN1CCN(c2nc3ccccc3nc2C(C#N)C(=O)OCc2ccccc2)CC1 (stereo not drawn)	9.0	0.4	6.0	-2.8	17.9	-2.0	16.6	1.9	7.1
CC1CCCCN1S(=O)(=O)c1ccc(C(=O)Nc2sccc2C(N)=O)cc1 (stereo not drawn)	9.7	-7.2	-3.0	2.3	6.1	-10.7	1.9	-4.3	0.2
O=C(NC1CCSC1=O)c1ccc(Oc2cccc(C(F)(F)F)c2)nc1 (stereo not drawn)	-5.5	2.7	0.3	0.2	6.8	-5.5	-0.4	3.7	1.1
O=C(CCN1c2ccccc2Sc2ccccc21)Nc1ccccc1	0.7	4.4	8.2	1.8	0.0	7.8	-8.3	0.4	0.4
O=C(NNS(=O)(=O)c1ccc(F)cc1)c1ccc2c(c1)OCO2	-2.3	1.6	-10.6	1.6	1.8	10.8	6.3	5.7	0.3
NC(=O)CC(NC(=O)c1ccccc1)c1ccc(NCCN2CCCCC2)c([N+](=O)[O-])c1 (stereo not drawn)	8.8	-0.8	-0.1	1.6	5.1	7.5	-1.6	1.3	-2.1
O=C(N/N=C/c1ccco1)c1cccc([N+](=O)[O-])c1	11.7	-5.1	-3.7	0.8	-4.8	3.8	10.2	-3.6	0.9
C=CCSc1nnc(-c2nnc(SCC=C)n2CC)n1CC	1.7	-0.8	2.1	0.3	-9.5	0.5	3.2	-3.8	-0.7

Look-ups from above.
CCOC(=O)c1ccc(N2C(=O)CC(N(C)CCc3ccc(OC)c(OC)c3)C2=O)cc1 (stereo not drawn) | BCLXL inh: -1.0
CC1CCCCN1S(=O)(=O)c1ccc(C(=O)Nc2sccc2C(N)=O)cc1 (stereo not drawn) | MEX-5 binding: 2.3

Next part
SMILES	GLD-1 RNA inh	Fam108B counter	PME-1 inh	MEX-5 binding	BCLXL inh	GSTO1 counter	MCL1-BIM inh	PAD4 inh	TPT1 inhibitor
Cc1cccc(-c2noc(CCCC(=O)NCC3CCCO3)n2)c1 (stereo not drawn)	3.6	2.0	-1.4	0.4	-1.5	-2.9	3.9	1.9	1.4
COC(=O)C1CCN(C(=O)c2ccc(NC(C)=O)cc2)CC1	2.8	-0.9	-4.6	-1.7	3.5	2.2	1.3	4.6	-1.0
CC(=O)c1ccc(NC(=O)CSCCO)cc1	2.7	-1.6	-1.9	0.0	1.7	3.9	-3.1	0.0	-0.4
O=C(CNc1ccc(C(F)(F)F)cc1)Nc1cccc(S(=O)(=O)N2CCCC2)c1	3.3	nt	-2.3	nt	-11.9	nt	-16.2	-3.8	nt
CC(C)n1c(SCC(=O)Nc2nc3ccccc3s2)nc2c1c(=O)n(C)c(=O)n2C	-2.5	-2.7	2.5	2.6	1.2	3.5	-0.3	1.3	-5.4
CCCn1c(NCc2ccc3c(c2)OCO3)nc2ccccc21	0.7	-0.7	1.5	0.8	2.3	0.0	7.6	-5.5	2.4

Source: PubChem (several laboratories)
